Screening data as filed in PubChem BioAssay.
LAP4 TOR yeast: modulators of TOR pathway LAP4-GFP in S. cerevisiae; S. cerevisiae LAP4-GFP multiplex, flow cytometry GFP, 3 h; median GFP as percent of DMSO wells; hit rate 0.34% among 320,000; GFP response vs DMSO, % at 10 µM; AID 2023;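 active = GFP response vs DMSO above a set limit, about the screen mean plus 3 SD, cut at about 150% in these data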
CR mimetic SO: yeast age-related superoxide inhibition as caloric restriction mimetic. S. cerevisiae aged cells, superoxide DHE fluorescence; active compounds read low. superoxide response (% of plate mean), % at 10 µM. hit rate 0.18% among 330,000. AID 2690;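 active = superoxide response under a set limit, about three screen SD below normal, cut at about 65% in these data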;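 note: yeast aged for seven days with compound at 30 °C before DHE staining; 100% = average MFI of all compound-treated wells on the plate with controls excluded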
CIT2-GFP yeast: yeast TOR pathway CIT2-GFP modulation. S. cerevisiae CIT2-GFP strain, flow cytometry, 3 h; 100 means same as DMSO wells. GFP response vs DMSO, % at 10 µM. hit rate 0.065% among 320,000;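 active = GFP response relative to DMSO above a set limit, near the screen mean plus 3 SD, cut at about 150% in these data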;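 note: ratio of well median GFP fluorescence to mean of DMSO wells on the plate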
RPL19A-GFP yeast: modulators of TOR pathway RPL19A-GFP in S. cerevisiae. S. cerevisiae RPL19A-GFP strain, flow cytometry, 3 h; active compounds read low. percent response vs DMSO, % at 10 µM. hit rate 0.3% among 330,000;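 active = percent response vs DMSO below 50%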;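 note: median channel GFP fluorescence of the barcoded RPL19A-GFP strain; ratio of sample median GFP to plate DMSO average so 100% = DMSO; lower means less RPL19A-GFP as with rapamycin TOR inhibition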
MEP2-GFP yeast: alters MEP2-GFP fluorescence in TOR pathway yeast screen; S. cerevisiae MEP2-GFP strain, flow cytometry GFP, 3 h; 100% = DMSO control level; GFP response vs DMSO, % at 10 µM; hit rate 0.51% among 330,000;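 active = GFP response versus DMSO above a set limit, roughly screen mean plus 3 SD, cut at about 180% in these data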;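 note: median GFP fluorescence of the barcode-gated MEP2-GFP cells per well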
VLA-4 inh: inhibition in a human VLA-4 binding assay; hit rate 0.2% among 330,000; VLA-4 expressing cells, ligand binding flow cytometry; P13612; inhibition, % (about 7 µM as worked out from the volumes in the protocol); AID 2557; in the data active = inhibition above about 50%
Target sequence (P13612 whole entry, looked up): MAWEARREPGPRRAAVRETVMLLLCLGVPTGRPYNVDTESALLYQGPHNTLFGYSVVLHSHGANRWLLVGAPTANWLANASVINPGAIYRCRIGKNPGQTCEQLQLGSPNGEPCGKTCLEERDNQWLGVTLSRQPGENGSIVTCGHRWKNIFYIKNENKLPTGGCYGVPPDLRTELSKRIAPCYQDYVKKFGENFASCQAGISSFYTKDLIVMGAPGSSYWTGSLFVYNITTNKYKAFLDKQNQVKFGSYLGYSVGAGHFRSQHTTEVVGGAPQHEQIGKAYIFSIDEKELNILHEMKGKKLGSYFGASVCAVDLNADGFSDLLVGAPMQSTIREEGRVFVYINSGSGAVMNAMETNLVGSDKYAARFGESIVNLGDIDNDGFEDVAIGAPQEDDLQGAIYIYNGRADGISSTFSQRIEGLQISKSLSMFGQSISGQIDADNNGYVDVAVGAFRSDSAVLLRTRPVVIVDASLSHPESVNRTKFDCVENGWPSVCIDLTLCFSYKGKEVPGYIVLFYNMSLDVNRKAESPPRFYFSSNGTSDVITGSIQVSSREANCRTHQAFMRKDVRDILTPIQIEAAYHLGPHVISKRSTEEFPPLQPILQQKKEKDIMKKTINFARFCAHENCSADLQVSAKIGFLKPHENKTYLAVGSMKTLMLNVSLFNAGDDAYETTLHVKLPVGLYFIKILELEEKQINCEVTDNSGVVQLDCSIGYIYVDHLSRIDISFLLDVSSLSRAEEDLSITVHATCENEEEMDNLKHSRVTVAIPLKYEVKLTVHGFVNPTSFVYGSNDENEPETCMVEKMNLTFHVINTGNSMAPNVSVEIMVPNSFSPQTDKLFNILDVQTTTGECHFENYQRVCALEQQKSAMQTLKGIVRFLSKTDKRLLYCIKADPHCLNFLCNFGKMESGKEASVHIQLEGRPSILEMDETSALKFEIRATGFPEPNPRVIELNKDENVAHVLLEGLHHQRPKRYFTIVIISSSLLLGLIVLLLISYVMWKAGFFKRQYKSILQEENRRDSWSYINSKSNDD
AGP1 TOR yeast: modulators of TOR pathway AGP1-GFP in S. cerevisiae; S. cerevisiae AGP1-GFP multiplex flow cytometry, 3 h; GFP as percent of DMSO wells; GFP response vs DMSO, % at 10 µM; hit rate 0.02% among 320,000;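 active = GFP response relative to DMSO above a set limit, near screen average plus 3 SD, cut at about 150% in these data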;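 note: median GFP channel fluorescence of the gated AGP1 strain per well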
GRK2 aptamer HTS: human GRK2 inhibition via aptamer displacement | P25098 | bead flow cytometry, FAM-aptamer displacement from GRK2 | inhibition of aptamer binding, % at 10 µM | hit rate 0.59% among 330,000 | AID 488847;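 active = inhibition of aptamer binding above 40%, roughly 3 SD of noise, on plates passing a quality check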;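 note: median bead fluorescence of bound FAM aptamer so fluorescent compounds give negative values; no value below 0 was filed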
Active calls of the source: *; i = inactive; x = no result given.

Order of results: LAP4 TOR yeast	CR mimetic SO	CIT2-GFP yeast	RPL19A-GFP yeast	MEP2-GFP yeast	VLA-4 inh	AGP1 TOR yeast	GRK2 aptamer HTS
> Cn1c(=O)n(C)c2cc([N+](=O)[O-])c(N3CCN(S(=O)(=O)c4ccccc4)CC3)cc21
→ 111	103	107	109	115	-3	118	0
> COC(=O)c1cccc(NC(=O)Cn2cnc3c2c(=O)n(C)c(=O)n3C)c1
→ 97	119	99	97	105	-5	100	2
> COc1ccc(N2C(=O)CCC(C(=O)N3CCCCCC3)C2c2ccc(OC)c(OC)c2)cc1 (stereo not drawn)
→ 92	103	92	93	102	15	92	0
> CCOC(=O)c1c(C)n(C)c2cc(Br)c(OC)cc12
→ 97	110	102	97	101	26	96	0
> O=C(O)c1ccccc1C(=O)OCCCc1ccncc1
→ 94	102	92	100	104	26	101	0
> CCN(CC)CCN1C2=C(C(=O)CC(C)(C)C2)C(c2cccc(F)c2)C2=C1CC(C)(C)CC2=O
→ 122	98	102	99	135	11	102	1
> COCc1[nH]nc2c1C(c1ccccc1F)C(C#N)=C(N)O2 (stereo not drawn)
→ 89	84	92	98	101	5	97	0
> COC(=O)c1cccc(NC(=O)c2ccccc2)c1
→ 112	91	109	103	116	-11	109	2
> Cc1cc(Cl)ccc1OCC(=O)NCc1ccncc1
→ 88	91	67	107	99	17	77	2
> CCN(CC)C(=O)c1c(C)nc2ccccn12
→ 98	95	101	x	107	4	99	0
> CCOc1cc(/C=N/NC(=O)c2ccncc2)ccc1OC(=O)c1ccco1
→ 78	89	101	105	93	5	95	2
> Nc1ccnn1Cc1ccncc1
→ 104	99	100	99	98	9	102	0
> Cc1nc(SCC(=O)c2ccccc2)c(C#N)c(-c2ccco2)c1C(=O)NCc1ccco1
→ 96	97	100	97	105	3	105	1
> O=C(NC1CCCC1)c1cc(-c2ccc(Cl)cc2Cl)on1
→ 101	98	103	102	103	13	102	0
> O=C(/C=C/c1ccc(F)cc1)c1ccc(N2CCOCC2)cc1
→ 113	99	83	95	100	3	96	1
> O=C(Nc1ccccc1N1CCOCC1)c1csc2c1CCCC2
→ 112	79	83	92	102	x	93	3
> CCOC(=O)Cn1ccc(O)c(Cc2ccc(Cl)cc2Cl)c1=O
→ 118	82	99	101	145	0	103	2
> O=C(COC(=O)c1cc([N+](=O)[O-])ccc1N1CCOCC1)c1ccccc1Cl
→ 100	92	87	101	101	6	96	57*
> COCCCNC(=O)Cc1c(C)c2c(cc(C)c3c(C(C)(C)C)coc32)oc1=O
→ 92	110	105	104	104	11	98	0
> CNC(=O)[C@@]1(C)C=C[C@@H](Cc2ccccc2)N1C(=O)OC
→ 103	102	95	109	102	7	97	0
> CC(=O)C[C@H](O)CC(=O)[C@@H]1OC(=O)[C@H](C)C/C=C\Cc2ccccc21
→ 99	94	107	103	103	48	107	1
> CN(CCC#N)C(=O)COC(=O)[C@H](Cc1ccccc1)N1C(=O)c2ccccc2C1=O
→ 97	108	103	106	109	14	101	0
> COc1ccc(CCNC(=O)C2CC=CCC2C(=O)O)cc1 (stereo not drawn)
→ 77	81	100	118	105	-12	99	0
> CN(C)CCCNc1nc(N)c([N+](=O)[O-])c(NC2CCCCC2)n1
→ 107	98	97	99	108	-1	100	0
> COc1ccc(C(=O)COC(=O)Cc2n[nH]c(=O)c3ccccc23)c(OC)c1
→ 105	99	94	101	100	3	103	2
> O=C(O)C(Cc1ccccc1)n1cnnn1 (stereo not drawn)
→ 98	111	86	100	102	2	100	0
> Cc1cc(NC(=O)CSc2nc3c(cc2C#N)CCCC3)no1
→ 104	111	110	92	122	-12	86	2
> O=C(CCCN1C(=O)c2cccc3cccc(c23)C1=O)N1CCN(c2ccccn2)CC1
→ 88	96	96	97	93	28	97	3
> COC(=O)c1ccsc1NC(=O)CN1CCN(c2ncccn2)CC1
→ 93	100	103	105	107	-4	99	4
> CC(=O)Nc1ccc(NC(=O)CCCSc2nc3ccccc3s2)cc1
→ 91	97	104	100	92	-7	99	2
> CC(C)CCN(C(=O)COc1ccc(C#N)cc1)c1c(N)n(Cc2ccccc2)c(=O)[nH]c1=O
→ 96	91	102	96	96	-4	99	0
> CCn1c(SCC(=O)NC2CCCc3ccccc32)nnc1-c1ccncc1 (stereo not drawn)
→ 105	73	103	103	108	0	113	1
> CN1C(=O)[C@@H]2[C@H](C1=O)[C@@H]1C(=O)Nc3ccccc3C(=O)N1[C@@H]2c1ccc(Br)cc1
→ 121	102	71	99	93	0	83	1
> COc1cc(OC)cc(C(=O)N2CCN(S(=O)(=O)c3ccc(Cl)s3)CC2)c1
→ 98	95	93	96	96	-2	96	2
> COc1ccccc1-c1nnc(Sc2nc([N+](=O)[O-])nn2C)o1
→ 113	96	104	103	103	x	105	1
> Cc1cc(NC(=O)CN2CCN(C)CC2)no1
→ 98	115	108	99	100	i	101	5
> COCC1CCCN(C(=O)c2ccc(OC3CCN(Cc4ccccn4)CC3)cc2)C1 (stereo not drawn)
→ 108	95	99	100	106	-17	103	0
> CCCCOc1ccc(C(=O)NCCOc2cccc(OC)c2)cc1
→ 95	96	96	99	103	1	95	0
> Cc1ccc2c(c1)cc1c(=O)n(CC(=O)NCCN3CCCC3)nc(C)n12
→ 98	82	101	97	97	-5	99	0
> O=C(NCc1cccs1)C12CC3CC(CC(C3)C1)C2
→ 91	106	86	94	95	-4	91	1
> COc1ccccc1NC(=O)COc1ccc(C(=O)OCC(=O)N(C(C)C)C(C)C)cc1OC
→ 97	102	x	105	114	-11	105	0
> CCC(=O)c1cc2c(C)cc(=O)oc2c(C)c1OC
→ 98	101	93	96	100	-6	99	0
> COc1ccc(C2C(C(=O)c3ccc(C)o3)=C(O)C(=O)N2c2cc(C)on2)cc1OC (stereo not drawn)
→ 102	102	103	102	103	0	102	1
> N#Cc1ccccc1OCc1cccc(S(=O)(=O)N2CCOCC2)c1
→ 110	94	96	101	110	0	107	0
> Clc1ccc(CNc2cnccn2)cc1Cl
→ 96	139	95	101	103	35	97	0
> NC(=O)c1nsc(C(=O)N(CC(=O)NC2CCCC2)c2cccc(C(F)(F)F)c2)c1N
→ 88	116	115	104	102	-6	96	3
> Cc1noc(NS(=O)(=O)c2ccc(N/C=C\C(=O)c3ccccc3)cc2)c1C
→ 92	103	x	93	95	18	96	3
> COc1ccc(NC(=O)CC2Sc3ncnn3C2=O)cc1 (stereo not drawn)
→ 106	108	101	100	109	35	101	1
> COc1ccc(CNC(=O)CN(Cc2ccccc2)C(=O)CCC(=O)Nc2ccccn2)cc1
→ 92	110	93	97	102	-10	88	2
> CCOC(=O)CSc1nnc(CNC(=O)c2cccs2)n1CCc1ccccc1
→ 101	97	89	90	102	3	92	1

Structural class: those above with bromine.
Order of results: LAP4 TOR yeast	CR mimetic SO	CIT2-GFP yeast	RPL19A-GFP yeast	MEP2-GFP yeast	VLA-4 inh	AGP1 TOR yeast	GRK2 aptamer HTS
> CCOC(=O)c1c(C)n(C)c2cc(Br)c(OC)cc12
→ 97	110	102	97	101	26	96	0
> CN1C(=O)[C@@H]2[C@H](C1=O)[C@@H]1C(=O)Nc3ccccc3C(=O)N1[C@@H]2c1ccc(Br)cc1
→ 121	102	71	99	93	0	83	1

Additional structures follow:
Order of results: LAP4 TOR yeast	CR mimetic SO	CIT2-GFP yeast	RPL19A-GFP yeast	MEP2-GFP yeast	VLA-4 inh	AGP1 TOR yeast	GRK2 aptamer HTS
> CC(=O)NS(=O)(=O)c1ccc(NC(=O)CCC2CCCC2)cc1
→ 98	95	111	100	111	-6	105	1
> C/C(=C\c1cccc(Cl)c1Cl)C(=O)c1c(C)cc(C)[nH]c1=O
→ 85	103	104	100	90	-2	102	3
> COc1ccc(C(=O)NC2CCCCC2)cc1OC1CCN(C(C)C)CC1
→ 80	87	x	104	105	9	86	0
> COc1cccc(OC)c1C(=O)OCC(=O)N(C)c1ccccc1
→ 111	97	101	104	107	-3	106	0
> CN(CC(=O)Nc1cccc(F)c1)C(=O)c1ccc(S(=O)(=O)N2CCCC2)cc1
→ 95	93	95	97	102	2	95	0
> CN(C(=O)c1ccc(NC(=O)Cc2cccc(NC(=O)C3CCN(C(=O)c4ccccc4)CC3)c2)cc1)C1CCCC1
→ 95	113	96	93	84	10	92	1
> Cc1ccc(C(=O)c2ccccc2C(=O)OCC(=O)NC(=O)NC(C)(C)C)cc1
→ 99	88	81	90	87	1	87	0
> COCC(=O)Nc1ccccc1-c1ccccc1
→ 100	91	110	97	103	-9	117	5
> Cc1nonc1NC(=O)CSc1nc(C2CCCCC2)nc2ccccc12
→ 109	90	107	101	137	20	104	0
> Nc1nccnc1C(=O)OCC(=O)Nc1cccc(S(=O)(=O)N2CCCCC2)c1
→ 86	97	92	98	103	13	92	0
> CC(C)CNC(=O)N1c2ccccc2Sc2ccccc21
→ 102	103	89	94	90	-33	97	3
> CC(=O)Nc1ccc(CN2CCN(CC(C)C)C(CCO)C2)cc1 (stereo not drawn)
→ 92	100	94	93	96	4	92	2
> O=C(CN1CCCCCC1)Nc1ccccc1[N+](=O)[O-]
→ 95	102	95	96	100	5	98	0
> CC(Oc1cc2oc(=O)c3c(c2cc1Cl)CCC3)C(=O)NC1CC(C)(C)NC(C)(C)C1 (stereo not drawn)
→ 95	91	97	100	89	12	105	0
> O=C(CCc1ccccc1)Nc1ccc(NS(=O)(=O)c2ccccc2)cc1
→ 100	89	100	103	103	7	100	0
> Cc1cc(C)c(Nc2cc(S(=O)(=O)O)c(N)c3c2C(=O)c2ccccc2C3=O)c(C)c1
→ 103	98	100	100	108	14	111	1
> NC1=NC(=O)/C(=C\c2ccsc2)S1
→ 90	124	102	100	99	6	95	1
> COc1ccccc1CC(=O)N(Cc1ccccc1)c1ccc(C)cc1
→ 102	92	101	103	99	9	100	7
> COc1ccc(N2C(=O)c3ccccc3NC23CCCC3)cc1
→ 98	99	103	100	104	8	99	1
> Cc1ncc(CO)c2cc(-c3nnc(Nc4ccc5c(c4)OCO5)s3)c(=O)oc12
→ 111	98	109	107	104	-20	114	0
